Assay outcomes (PubChem)
TbPYK inhibitor = T. brucei pyruvate kinase inhibition; Q57TT1; TbPYK enzyme, Kinase-Glo Plus ATP luminescence, 45 min; Potency, µM (top dose mostly 76.8 µM), for the others: top-dose activity, negative = inhibition, actives largely listed as inhibitors; 410,000 compounds, 0.12% hits; further: potency means the concentration at half of the fitted maximal effect; on the % scale 0 is the no-effect control and ±100 the full control effect; nearly all actives have a fitted effect of over 50% in size
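Activity of T. brucei pyruvate kinase was followed by Kinase-Glo Plus luminescence after the enzyme reacted 45 min at room temperature with 130 uM ADP (final) and substrate. Test compounds were added before ADP at multiple concentrations.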
AMA1 RON2 block = AMA1-RON2 (P. falciparum) interaction inhibition; 360,000 compounds, 0.2% hits; AlphaScreen AMA1-biotinylated RON2 peptide binding; Potency, µM (titrated, usually from 58.2 µM), for inactives: at the highest dose activity change, negative = inhibition, hits mostly inhibitors;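 further: potency means the concentration at half of the fitted maximal effect; 0% = vehicle wells and -100% = peptide control; nearly all actives have a fitted effect of over 45% in size; some results filed as inactive show a strong effect at the top dose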
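AMA1 (3D7) with his tag at 25 nM final met compounds first, then biotinylated RON2 peptide at 25 nM; detection used donor plus acceptor beads, 10 µg/mL apiece, read by AlphaScreen after 30 min at room temperature.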
Pf growth 96h = inhibits malaria parasite growth, 96 h. P. falciparum luciferase reporter growth, 96 h. Potency, µM (titrated, usually from 28.7 µM), inactives show top-dose activity change, negative = inhibition, most hits filed as inhibitors. 320,000 compounds, 6.9% hits. AID 504834; further: potency means the concentration at half of the fitted maximal effect; on the % scale 0 is the no-effect control and ±100 the full control effect
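Compounds incubated with erythrocytes infected by luciferase-expressing P. falciparum (2% hematocrit, 0.05% parasitemia final) for 96 hours, 37 C in 5% CO2. Growth inhibition scored as decreased luciferase luminescence.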
Pf growth 48h = inhibits P. falciparum growth in the first generation, 48 h | 310,000 compounds, 5.9% hits | P. falciparum luciferase growth in erythrocytes, 48 h | AID 504832 | Potency, µM (doses to about 28.7 µM), without a hit: at the highest dose activity change, negative = inhibition, hits mostly inhibitors; further: potency means the concentration at half of the fitted maximal effect; on the % scale 0 is the no-effect control and ±100 the full control effect
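Compounds are pin-transferred into medium, infected erythrocytes (2% hematocrit, 0.1% parasitemia final) are added, and plates sit one parasite generation at 37 C in 5% CO2. Detection reagent is then added and luminescence measured.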
LmPK inh = blocks Leishmania mexicana pyruvate kinase activity; Q27686; purified LmPK, Kinase-Glo ATP luminescence, 1 h; Potency, µM (doses to about 57.5 µM), for the others: top-dose activity change, negative = inhibition, most hits filed as inhibitors; 290,000 compounds, 0.37% hits; further: potency means the concentration at half of the fitted maximal effect; on the % scale 0 is the no-effect control and ±100 the full control effect
Target sequence (Q27686 whole entry, looked up): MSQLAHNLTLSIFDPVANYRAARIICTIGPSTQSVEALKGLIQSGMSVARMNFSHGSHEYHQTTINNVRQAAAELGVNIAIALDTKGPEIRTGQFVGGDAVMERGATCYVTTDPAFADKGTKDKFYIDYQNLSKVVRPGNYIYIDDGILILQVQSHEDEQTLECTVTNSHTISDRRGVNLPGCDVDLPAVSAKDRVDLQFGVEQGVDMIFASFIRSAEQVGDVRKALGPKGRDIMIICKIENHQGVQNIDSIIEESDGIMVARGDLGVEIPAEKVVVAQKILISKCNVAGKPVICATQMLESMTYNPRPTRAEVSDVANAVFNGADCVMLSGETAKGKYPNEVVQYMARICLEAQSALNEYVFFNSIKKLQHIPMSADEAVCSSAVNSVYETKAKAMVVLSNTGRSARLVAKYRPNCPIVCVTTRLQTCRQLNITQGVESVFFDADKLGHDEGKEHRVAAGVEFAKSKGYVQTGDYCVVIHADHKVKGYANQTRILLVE
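Pyruvate kinase activity monitored as ATP production (luciferase luminescence). Conditions: 0.1 nM enzyme, 0.5 mM PEP, 0.1 mM ADP, 1 h, RT; normalized against uninhibited and no-enzyme wells.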
Cycloheximide cs = counter-screen for Shiga toxin inhibitors: cycloheximide protein synthesis inhibition. cell reporter, cycloheximide protein synthesis inhibition counterscreen. max response, %. AID 2314. 300,000 compounds, 12% hits; in the data active means max response mostly above about 13%, no sharp cut-off; inactive means mostly below about 14%; further: read at 38.3 µM for the half of the compounds with a filed dose; 0% is about no effect
Shiga toxin inh = inhibitors of Shiga toxin in Vero cells; AID 2315; inhibition, % at 38.7 µM; 290,000 compounds, 9.2% hits; Vero cells, Shiga toxin protein synthesis inhibition reporter; in the data active means inhibition mostly above about 28%, no sharp cut-off; inactive means mostly below about 43%; further: 0% is about no effect
Starred values were filed as active, the others as inactive; ? = inconclusive; · = not tested or not shown; [ ] = remark or other dose. Unless noted, the call rests on the fitted dose curve; in most records, active means well fitted curve in the direction sought with a large enough effect; inconclusive means small, poorly fitted or top-dose-only effect, or another doubt; inactive means no such curve, though single readings can be large; an effect the other way counts as inactive or inconclusive.

1: Cn1c(CNc2ccc(Cl)cc2)nnc1SCC#N
2: COc1ccc2cnn(Cc3ccccc3)c(=O)c2c1OC
3: Cc1ccn2c(CNC(C)c3cn(C)nc3C)c(C(=O)N3CCCCCC3)nc2c1 (centres undefined)
4: O=[N+]([O-])c1ccc2nnn(O)c2c1
5: CCn1c(=NC(=O)CN2C(=O)CCC2=O)sc2c(OC)ccc(OC)c21
6: COC(=O)c1ccc(NC(=O)CN(C)S(=O)(=O)c2ccc(OC)c(C)c2)cc1
7: Cc1ccc(NC(=O)c2sc(Cl)nc2-c2ccccc2)cc1C
8: CC(C)c1cc(Br)ccc1OCCN1C(=O)NC(C)(C)C1=O
assay / compound	1	2	3	4	5	6	7	8
AMA1 RON2 block	6%	-10%	10%	-2%[11.6 µM]	0%	-2%	3%	-9%
Shiga toxin inh	5	-15	7	-2	26	1	-22	3
Cycloheximide cs	-3	5	-2	-5	-3	-1	-3	3
Pf growth 96h	4%	?	86%[activator]	?	5%	20%	·	142%[activator]
TbPYK inhibitor	0%	-3%	0%	1%	4%	1%	5%	0%
Pf growth 48h	-4%	1%	40%[activator]	-2%	·	-24%	7%	?
LmPK inh	9%	1%	2%	5%	9%	2%	9%	3%

9: COc1cccc(C(=O)NCCS(=O)(=O)NC2CCCC2)c1
10: Cc1ccc2nc(NC(=O)CN(C)S(=O)(=O)c3ccc(Br)s3)sc2c1
11: CCN(C(=O)COC(=O)c1c(C)nn(-c2ccccc2)c1Cl)c1c(N)n(Cc2ccccc2)c(=O)[nH]c1=O
12: CC(=O)NC(CC(=O)Nc1ccc2c(c1)OCCO2)c1ccccc1 (centres undefined)
13: O=C(NCCCc1ccccc1)c1ccc(-n2cncn2)c([N+](=O)[O-])c1
14: COc1ccccc1NC(=O)c1nn(C)c(C(=O)Nc2ccccc2OC)c1[N+](=O)[O-]
15: Cc1ccc(NC(=O)CN2C(=O)NC(Cc3ccccc3)C2=O)c(Br)c1 (centres undefined)
16: CCSc1ccccc1C(=O)NCc1ccc2c(c1)OCO2
assay / compound	9	10	11	12	13	14	15	16
AMA1 RON2 block	-1%	-7%	2%	-2%	-5%	7%	-6%	9%
Shiga toxin inh	·	32	·	52	·	3	-23	-12
Cycloheximide cs	·	26*	·	20*	·	-3	-5	-2
Pf growth 96h	30%[activator]	9.3µM*	?	64%[activator]	3%	1%	-5%	-25%
TbPYK inhibitor	3%	1%	-1%	-8%	-7%	-2%	-3%	0%
Pf growth 48h	-1%	·	10µM*	40%[activator]	?	-13%	-10%	0%
LmPK inh	·	0%	·	1%	·	-5%	0%	2%

17: Cc1nn(-c2ccccc2)c2sc(C(=O)NCCN3CCOCC3)cc12
18: CC1N(C)c2cc(NC(=O)c3ccco3)c(P(=O)(Nc3ccc([N+](=O)[O-])cc3)N3CCOCC3)cc2C1(C)C (centres undefined)
19: COc1ccc(NC(=O)COC(=O)c2ccco2)c([N+](=O)[O-])c1
20: O=C(NNC(=O)c1cc2cc(Br)ccc2oc1=O)c1ccc(O)cc1
21: O=C(COC(=O)/C=C/c1cccc(Br)c1)NC1CCCCC1
22: O=C(N/N=C/c1c[nH]c2ccccc12)c1ccc(Br)cc1
23: CSc1ncccc1C(=O)OCC(=O)c1cc2ccccc2o1
24: COc1ccc2nc(SCC(=O)NC(C)(C)C)[nH]c2c1
assay / compound	17	18	19	20	21	22	23	24
AMA1 RON2 block	-12%	-12%	-1%	79%[activator]	-8%	55%[activator]	33%[activator]	10%
Shiga toxin inh	-14	56*	1	-4	·	54*	29	56
Cycloheximide cs	3	24	4	-3	·	32*	0	8
Pf growth 96h	3.7µM*	9.3µM*	?	16%	20%	?	4%	-29%
TbPYK inhibitor	-5%	-1%	-24%	2%	0%	2%	4%	-14%
Pf growth 48h	?	5.9µM*	4%	5%	13%	20%	25%	30%[activator]
LmPK inh	3%	12%	1%	2%	·	-4%	2%	1%

25: Cc1cc(NC(=O)COC(=O)c2c(C)noc2C)ccc1Br
26: C=CCN1C(=Nc2cccnc2)SCC1(O)c1ccc(C)cc1 (centres undefined)
27: CCC(=O)NC(C)c1cc(Cl)c2ccccc2c1O (centres undefined)
28: Cc1ccc2nc(-c3ccccc3N)[nH]c2c1
29: CCn1c(=O)c(C)nn2c3ccccc3nc12
30: CNC(=O)CN(c1ccc(C(C)C)cc1)S(C)(=O)=O
31: Cc1ccc(C2C(C#N)=C3N=C(N)c4ccccc4N3C3=C2C(=O)CCC3)cc1 (centres undefined)
32: CCCC(=O)Nc1nc2c(s1)COc1ccccc1-2
assay / compound	25	26	27	28	29	30	31	32
AMA1 RON2 block	12%	·	·	3%	0%	13%	5%	-2%
Shiga toxin inh	35	28	·	70	-3	-20	10	31*
Cycloheximide cs	7	-2	·	41*	-2	-2	9	24*
Pf growth 96h	0%	16%	12%	29%	37%[activator]	40%[activator]	?	52%[activator]
TbPYK inhibitor	4%	·	-3%	-10%	1%	3%	11%	4%
Pf growth 48h	-5%	3.3µM*	0%	131%[activator]	·	·	?	86%[activator]
LmPK inh	2%	0%	·	?	12%	5%	5%	-6%

33: O=C(Nc1ccc(N2CCCC2)c(Cl)c1)c1ccco1
34: O=C(CN1CCC(NC(=O)c2ccccc2F)CC1)Nc1ccc2c(c1)OCCO2
35: COc1ccc(C2=NCC(=O)N(CC(=O)NCc3ccco3)c3sc4c(c32)CCCC4)cc1
36: Cc1nn(Cc2ccccc2)c(Cl)c1C(=O)OC(C)C(=O)Nc1ccc(F)cc1Cl (centres undefined)
37: O=C(CCCn1cnc([N+](=O)[O-])n1)Nc1cccc(O)c1
38: CCCS(=O)(=O)N1CCN(CC2CC3C=CC2C3)CC1 (centres undefined)
39: COc1ccc(N(C(=O)CCl)C(C(=O)NCCc2ccccc2)c2cccs2)cc1 (centres undefined)
40: COc1ccc(N(C(=O)Cn2nnc3ccccc32)C(C(=O)NCc2ccco2)c2cccnc2)cc1 (centres undefined)
assay / compound	33	34	35	36	37	38	39	40
AMA1 RON2 block	-17%	4%	14%	4%	3%	-18%	1%	-5%
Shiga toxin inh	92*	16	19	-5	-7	17	-15	-3
Cycloheximide cs	32*	1	14	-1	-1	-5	2	1
Pf growth 96h	13%	54%[activator]	234%[activator][5.75 µM]	13µM*	0%	23%	103%[activator]	·
TbPYK inhibitor	-3%	-1%	4%	6%	-2%	-10%	-1%	4%
Pf growth 48h	-4%	0%	?	?	10%	0%	15µM*	?
LmPK inh	-20%	-2%	2%	-2%	6%	0%	5%	-4%

41: CN(C)S(=O)(=O)Nc1ccccn1
42: COc1ccc(C(=O)Nn2cnc3ccccc3c2=O)c(OC)c1
43: CCn1c2ccccc2c2nnc(SCC(=O)OCN3C(=O)c4ccccc4C3=O)nc21
44: CC(=O)c1cccc(NC(=O)Nc2ccc3c(c2)CCC3)c1
45: CCOc1cnn(Cc2ccccc2)c(=O)c1SCc1ccccc1
46: C=C(C)CSc1nnc(-c2cccc(Cl)c2)n1N
47: COc1ccc(C2C(C(=O)c3ccco3)=C(O)C(=O)N2c2nnc(C)s2)cc1 (centres undefined)
48: Cc1nc(NC(=O)C2CC2)sc1C(=O)Nc1ccc(Br)cc1
assay / compound	41	42	43	44	45	46	47	48
AMA1 RON2 block	-5%	-5%	1%	13%	-17%	-18%	15%	11%
Shiga toxin inh	13	39*	-21	41*	-5	111*	76*	·
Cycloheximide cs	-3	26*	-5	35*	-3	42*	55*	0
Pf growth 96h	113%[activator]	462%[activator]	88%[activator]	28%	?	38%[activator]	?	-21%
TbPYK inhibitor	0%	2%	2%	-10%	-18%	-2%	-15%	-4%
Pf growth 48h	25%	241%[activator]	6%	37%[activator]	?	69%[activator]	22%	-22%
LmPK inh	3%	-1%	-2%	-3%	4%	-6%	9%	-2%

Part of the list above in order of molecular weight, ascending.
41: CN(C)S(=O)(=O)Nc1ccccn1
44: CC(=O)c1cccc(NC(=O)Nc2ccc3c(c2)CCC3)c1
45: CCOc1cnn(Cc2ccccc2)c(=O)c1SCc1ccccc1
48: Cc1nc(NC(=O)C2CC2)sc1C(=O)Nc1ccc(Br)cc1
47: COc1ccc(C2C(C(=O)c3ccco3)=C(O)C(=O)N2c2nnc(C)s2)cc1 (centres undefined)
assay / compound	41	44	45	48	47
AMA1 RON2 block	-5%	13%	-17%	11%	15%
Shiga toxin inh	13	41*	-5	·	76*
Cycloheximide cs	-3	35*	-3	0	55*
Pf growth 96h	113%[activator]	28%	?	-21%	?
TbPYK inhibitor	0%	-10%	-18%	-4%	-15%
Pf growth 48h	25%	37%[activator]	?	-22%	22%
LmPK inh	3%	-3%	4%	-2%	9%

Other compounds follow:
49: Cc1cc(=O)oc2cc(OC(C)C(=O)NC3(C#N)CCCCC3)ccc12 (centres undefined)
50: COc1ccc(/C=N/Nc2cc(=O)n(C)c(=O)n2C)cc1OC
51: CCCCN(C(=O)CSCC(=O)Nc1cccc(C)c1)c1c(N)n(CCCC)c(=O)[nH]c1=O
52: NC(=O)CSC1=Nc2ccccc2C2=NC(CCC(=O)NCc3ccc(F)cc3)C(=O)N12 (centres undefined)
53: CCC(C)(C)n1nnnc1C(c1cccc(C#N)c1)N1CCN(c2cc(C)ccc2C)CC1 (centres undefined)
54: O=C(NCC1CCN(C(=O)c2ccc([N+](=O)[O-])cc2)CC1)C(=O)Nc1ccccc1
55: COCCNC(=S)N/N=C(\C)c1ccc(OC)cc1
56: O=C(C1=COCCO1)N1CCN(S(=O)(=O)c2cccc(F)c2)CC1
assay / compound	49	50	51	52	53	54	55	56
AMA1 RON2 block	-5%	-8%	-3%	14%	1%	10%	42%[activator][11.6 µM]	-3%
Shiga toxin inh	·	-8	·	12	22	5	-2	·
Cycloheximide cs	·	4	·	5	-4	18	-3	·
Pf growth 96h	15%	2%	?	?	-2%	15µM*	-10%	-15%
TbPYK inhibitor	7%	-5%	-6%	-1%	1%	2%	2%	-5%
Pf growth 48h	8%	?	-25%	17%	2%	3%	-21%	-28%
LmPK inh	·	1%	·	2%	1%	4%	1%	·

57: C=CC[n+]1c(-c2ccc(C)cc2)csc1NNC(=O)Nc1ccccc1
58: CC(C)OC(=O)CC1C(=O)NCCN1C(=S)NC(=O)c1ccccc1 (centres undefined)
59: O=C1CCCCN1CCC(=O)N1CCCC(Nc2ccc(F)c(F)c2)C1 (centres undefined)
60: O=C(NCCCN1CCN(c2ccccc2F)CC1)C1CCN(S(=O)(=O)c2cccs2)CC1
61: N#Cc1c(C(F)(F)F)cc(-c2ccccc2)nc1SCCN1CCOCC1
assay / compound	57	58	59	60	61
AMA1 RON2 block	-24%	83%[activator]	4%	0%	8%
Shiga toxin inh	-3	24	2	-11	-11
Cycloheximide cs	4	19	-3	-4	-2
Pf growth 96h	7.4µM*	?	-29%	116%[activator]	-43%
TbPYK inhibitor	1%	-18%	-10%	0%	11%
Pf growth 48h	12µM*	33%[activator]	15%	-2%	?
LmPK inh	4%	3%	8%	0%	7%
